12-LOX inh = Primary qHTS assay for inhibitors of human arachidonate 12S-lipoxygenase (ALOX12): Round 2 | purified 12hLO, xylenol orange hydroperoxide absorbance | 580,000 compounds, 1.1% hits | Polyunsaturated fatty acid lipoxygenase ALOX12 (Homo sapiens), P18054 | Potency, µM (highest dose often 108 µM), for the others: at the highest dose activity change, negative = inhibition, usual class: inhibitors; active = well fitted inhibition curve with a large enough effect; inconclusive = small, poorly fitted or top-dose-only effect, or another doubt; inactive = no such curve, though single readings can be large or run the other way
Target sequence (P18054 whole entry, looked up): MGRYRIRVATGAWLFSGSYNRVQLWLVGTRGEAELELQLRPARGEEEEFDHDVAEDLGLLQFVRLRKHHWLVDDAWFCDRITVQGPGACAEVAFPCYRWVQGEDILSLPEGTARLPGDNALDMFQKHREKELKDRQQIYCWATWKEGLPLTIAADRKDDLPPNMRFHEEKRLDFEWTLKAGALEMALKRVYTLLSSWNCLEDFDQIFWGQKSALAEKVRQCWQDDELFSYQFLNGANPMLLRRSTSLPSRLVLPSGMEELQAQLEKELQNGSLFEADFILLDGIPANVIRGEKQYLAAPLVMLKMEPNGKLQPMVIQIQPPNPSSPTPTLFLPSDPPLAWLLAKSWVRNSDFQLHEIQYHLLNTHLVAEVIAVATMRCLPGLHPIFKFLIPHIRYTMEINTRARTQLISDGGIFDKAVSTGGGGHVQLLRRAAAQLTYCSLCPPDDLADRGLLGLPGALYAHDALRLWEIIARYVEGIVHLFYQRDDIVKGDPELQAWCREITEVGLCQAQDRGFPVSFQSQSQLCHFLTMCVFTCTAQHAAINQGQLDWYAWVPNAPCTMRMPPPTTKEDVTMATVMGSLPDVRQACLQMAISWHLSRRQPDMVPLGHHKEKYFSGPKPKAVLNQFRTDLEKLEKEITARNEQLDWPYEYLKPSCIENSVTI
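Purified human 12hLO (150 nM final) in 25 mM Hepes, 0.01% Triton X-100, pH 7.0 was preincubated 15 min at room temperature with compound. Then 40 uM arachidonic acid was added, 30 min. Hydroperoxide was read by Fe-XO absorbance ratio 573/405 nm.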
Numbers without * were called inactive; ? = inconclusive; [ ] = another dose, or the depositor's remark. % is scaled to controls: 0 for no effect and ±100 for the full control effect; potency is read from the fitted curve at half-maximal effect.

| 12-LOX inh | SMILES |
| --- | --- |
| -3% | Cc1c(OCc2nnc(SC(C)C(=O)Nc3ccc4c(c3)OCO4)n2C)ccc2ccccc12 (stereo unspecified) |
| 5% | O=C(C1COc2ccccc2O1)N1CCc2nc3cc(-c4ccccc4)[nH]n3c(=O)c2C1 (stereo unspecified) |
| 12% | O=c1[nH]c(=O)n(CC2CCCO2)c2nccc(-c3ccc4ccccc4c3)c12 (stereo unspecified) |
| -2% | COc1cccc(/C=C2\Oc3cc(OC(=O)C(C)(C)C)ccc3C2=O)c1OC |
| -16% | N#Cc1ccccc1COC(=O)c1ccc(-c2ccc(C=O)o2)cc1 |
| 16µM* | Cc1scc(C(=O)NCC2CCCCC2)c1C |
| ? | O=C(NCCc1nc2ccccc2[nH]1)c1cccc(N2CCCN(Cc3ccccc3)C2=O)c1 |
| -6% | O=C(Nc1ccc(Oc2ccccc2)cc1)c1cc(=O)[nH]c2ccccc12 |
| 30% | Cc1ccc(OCC(=O)N2CCC3(CC2)CC(N(C(=O)NC(C)C)C2CC2)CCO3)cc1 (stereo unspecified) |
| 14% | Cc1ccc(OCc2nc(C#N)c(N(C)Cc3ccccc3)o2)cc1 |
| ? | CO[C@H]1[C@@H](O)[C@H](N)[C@@H](O[C@H]2O[C@H]([C@H](C)N)CC[C@H]2N)[C@H](O)[C@@H]1N(C)C(=O)CN |
| -4% | COc1ccc(NC(=O)C2C(c3ccc4c(c3)OCO4)=Nc3ccccc3N2C(C)=O)cc1 (stereo unspecified) |
| 6% | NC(=O)c1cccc(-c2ccc3c(n2)CN(Cc2ccc(C(F)(F)F)cc2)C(=O)CO3)c1 |
| -10% | Cc1ccc(C2Cn3nnc(C(=O)N4CCC(C(=O)Nc5ccc(F)c(F)c5)CC4)c3CO2)cc1 (stereo unspecified) |
| 0% | COc1ccc2c(C)c(CC(=O)NCc3cccc(Cl)c3)c(=O)oc2c1C |
| ? | Cc1nc(SCc2ccc(F)cc2Cl)sc1CC(N)=O |
| 7% | CS(=O)(=O)N1CCC(C2CCN(C(=O)COc3ccccc3)C2)CC1 (stereo unspecified) |
| 15% | COc1cc(OC)c2c(C)c(CC(=O)NC3CCCCCCC3)c(=O)oc2c1 |
| -7% | Cc1ccccc1-c1nc(CN2C(=O)CSc3ccc(S(=O)(=O)N4CCCC4)cc32)c(C)o1 |
| -20% | CC(Cc1cccs1)N(Cc1ccc(Cl)cc1)C(=O)CC1CCCC1 (stereo unspecified) |
| 3% | CC(C)n1nnnc1C1c2ccccc2C(=O)N1CCc1c[nH]c2ccccc12 (stereo unspecified) |
| 29% | COc1cccc(C(=O)N2CCC3(CC2)OCC(C(=O)N2CCCC2)N3C(=O)c2ccccc2C)c1 (stereo unspecified) |
| 12% | Cc1cn(CC(=O)N2CCn3nc(Cc4ccccc4)cc3C2)c(=O)[nH]c1=O |
| -23% | Cc1ccccc1-c1ccc2c(c1)[C@@H]1C[C@H]3[C@@H](CN1CC2)[C@H](C)ON3C |
| -14% | CC(C)CC(=O)Nc1ccc2oc(-c3cccc(Cl)c3)nc2c1 |
| 81%[activator] | Cc1noc(-c2cccn3c(CNC(=O)c4c[nH]c5ccccc45)nnc23)n1 |
| -21% | Cn1cc(C(=O)N2CCN(S(=O)(=O)c3cccc(F)c3)CC2)c2ccccc21 |
| 56%[activator] | O=C(C1CCC1)N1CC(Oc2ccccc2-c2nc(-c3cnccn3)no2)C1 |
| 61%[activator] | CCN(CC)C1CCOC2(CCN(C(=O)c3cccnc3C)CC2)C1 (stereo unspecified) |
| 5% | COc1ccc(S(=O)(=O)Nc2ccc3n(c2=O)C[C@H]2C[C@@H]3CN(C(=O)c3ccccn3)C2)cc1 |
| ? | O=S1(=O)CC(N2CCCCC2)CN1Cc1cn(Cc2ccc(F)cc2)nn1 (stereo unspecified) |
| 27%[176 µM] | Cc1ccc(S(=O)(=O)N(C)C(C)c2cccs2)cc1 (stereo unspecified) |
| -6% | COC(=O)c1ccc(CN2C(=O)[C@@H]3C[C@@H](O)CN3C3(CN(Cc4cccc(OC(F)(F)F)c4)C3)C2=O)cc1 |
| 49%[activator] | CCOc1ccccc1CN1CCN(c2cc(C)nc(N)n2)CC1CCO (stereo unspecified) |
| 11% | Cc1cccc(C(=O)NC(Nc2ccc(Cl)cc2)C(Cl)(Cl)Cl)c1 (stereo unspecified) |
| -16% | COc1ccc(-c2noc(CCCC(=O)Nc3ccc(S(=O)(=O)N4CCCCCC4)cc3)n2)cc1 |
| 10%[176 µM] | COc1ccc(CNC(=O)[C@@H]2Cc3nc[nH]c3CN2C(=O)NC2CCCCC2)cc1 |
| 15% | NC(=O)[C@@H]1CN(C(=O)c2cccc(F)c2)C[C@H]1COc1ccccc1 |
| 7% | NCc1cnccn1 |
| ? | O=C(C[C@@H]1CC[C@@H]2[C@H](COC[C@H](O)CN2Cc2cccc(C(F)(F)F)c2)O1)NCc1ccc(Cl)cc1 |
| -10%[57.4 µM] | O=C(c1cccc(F)c1)N1CCC2(CC1)CN(c1ccccn1)C2 |
| -2% | Cc1ccc(C(=O)COC(=O)c2cc(=O)[nH]c3ccc(C)cc23)cc1 |
| 9% | Cc1nn(C)c(C)c1S(=O)(=O)N1CCC2(CCC(=O)N(Cc3ccccc3)CC2)CC1 |
| 2% | Cn1nc2n(c1=O)CCN(C(=O)NC1CCCCC1)CC2 |
| -3% | CC(=O)NNC(=S)Nc1ccc(Cl)c(Cl)c1 |
| -27% | C=CCNC(=O)NC(=O)COC(=O)c1c(C)c(CC)nc2ccccc12 |
| -21%[176 µM] | Cc1cccc(CN2C[C@@H]3[C@H](C2)N(CC(C)C)C(=O)C(C)(C)[S+]3(=O)[O-])c1 |
| 1% | O=C(N[C@@H]1CCOC[C@H]1Oc1ccccn1)c1cccc2c1OCCO2 |
| 77%[activator] | CN1CC2(CCN(C(=O)c3nccn3C)CC2)CC1C(=O)N1CCOCC1 (stereo unspecified) |
| ? | CSc1ccc(/C=C2\N=C(c3cccs3)OC2=O)cc1 |
| 121%[activator] | CCN(C(=O)c1ccc(-n2ccnc2-c2nc[nH]c2C)cc1)c1ccccc1 |
| 4% | CC(C)Oc1ccc2c(NC(=O)C3(C(N)=O)CC3)nn(CC(F)(F)F)c2c1 |
| 17% | CCN(CC)C(=O)c1csc(N2CCN(c3cccc(Cl)c3)CC2)n1 |
| 47%[activator] | O=C(c1cccs1)N1CCC(Nc2cccnc2)C1 (stereo unspecified) |
| ? | COc1cccc(Nc2c(-c3ccc(O)c(OC)c3)nc3ccc(Cl)cn23)c1 |
| -6% | COC(=O)[C@]12C[C@H](CC(=O)N3CCN(C(=O)c4ccco4)CC3)C(=O)N(Cc3ccc4c(c3)OCO4)C1=C[C@H](COCc1ccccc1)O[C@@H]2C |
| -3% | NC(=O)C1(c2nc(C3CCOC3)nn2-c2cccc3cccnc23)CC1 (stereo unspecified) |
| -23% | Cc1c(C(=O)N2CCC(c3nc4ccccc4o3)CC2)oc2ccccc12 |
| ? | CC(C)Oc1ccc(C(=O)N2CCc3c(sc4ncnc(N)c34)C2)cc1 |
| 87%[activator][176 µM] | CC(C)C[C@@H]1N[C@H](C(=O)NCCCn2ccnc2)Cc2c[nH]c3cccc1c23 |

(cont.)
| 12-LOX inh | SMILES |
| --- | --- |
| 118%[activator] | COCC1CN(C)CC12CCN(Cc1ccc(OC)c(Cn3ccnc3)c1)CC2 (stereo unspecified) |
| -8% | COc1cc(S(=O)(=O)NC2CC(C)(C)NC(C)(C)C2)c(C)cc1C |
| 17% | O=S(=O)(c1ccc2c(c1)OCCO2)N1CC[C@@H]2COCCN(Cc3cccnc3)[C@@H]2C1 |
| -7% | O=C(Cc1cccc(F)c1)N1CCC2(CCC(=O)N(CC3CC3)CC2)CC1 |
| -5% | Cc1cc(C(=O)C2CC(=O)Nc3c2c(C)nn3-c2ccc(F)cc2F)c(C)s1 (stereo unspecified) |
| -6%[176 µM] | O=C(Nc1ccccc1)O[C@@H]1CO[C@H]2[C@@H]1OC[C@@H]2n1nnnc1Sc1ccccc1 |
| -7%[176 µM] | Cc1ccccc1CN1Cc2nc(Nc3ccccc3)ccc2OCC1=O |
| -1% | COC1CCC12CCN(C(=O)c1ccc(C#N)cc1)CC2 (stereo unspecified) |
| -11% | COc1ccccc1Cc1c(-c2ccccc2)nc2ccc(C)cn12 |
| 4% | CCNC(=S)N/N=C/c1c(F)cccc1F |
| ? | CCC(=O)Nc1ccccc1-c1nnc(SCC(=O)Nc2cc(Cl)ccc2Cl)[nH]c1=O |
| 6% | COc1cccc(OC)c1C(=O)Nc1ccc2oc(-c3ccc(F)cc3)nc2c1 |
| ? | CCn1cnc2c1c(=O)n(CC(=O)OCCOc1cccc(Cl)c1)c(=O)n2Cc1ccccc1 |
| -6% | COc1ccc(CNC(=O)C[C@@H]2C=C[C@@H](NS(=O)(=O)c3cccc(OC)c3)[C@@H](CO)O2)cc1 |
| ? | CC(C)CC(NC(=O)COc1cccc2ccccc12)C(=O)O (stereo unspecified) |
| ? | COc1ccc(-c2ccc(C#N)c(SCC(=O)NCCc3ccc(OC)c(OC)c3)n2)cc1 |
| 46%[activator] | CCc1nc2c(c(-c3ccc(Cl)cc3)n1)CCN(C(=O)c1ccccc1OC)CC2 |
| ? | CC1N(O)C(C)(C)C(c2ccc(Cl)cc2)=[N+]1[O-] (stereo unspecified) |
| 9% | Cc1ccc(-c2ccc3nnc(CNC(=O)Cc4cccc(F)c4)n3n2)cc1 |
| -9% | N#Cc1ccc(-c2csc(NC(=O)c3ccc(S(=O)(=O)N4CCCCCC4)cc3)n2)cc1 |
| 21% | COc1cccc(CC2CN(Cc3ccc(F)cc3OC)CCO2)c1 (stereo unspecified) |
| 23% | CCc1noc(-c2cn(C3CCN(C(=O)c4cccc(C)c4)CC3)nn2)n1 |
| ? | COc1ccc(CN2CC3(CCN(C(=O)Nc4cccc(C(F)(F)F)c4)CC3)C2=O)cc1 |
| -18% | Cc1ccc(S(=O)(=O)Oc2ccc(C3C4=C(CC(C)(C)CC4=O)OC4=C3C(=O)CC(C)(C)C4)cc2)cc1 |
| ? | Cc1ccc([N+](=O)[O-])cc1C#Cc1ccccc1 |
| 7%[6.33 µM] | CC(=O)NCCCC(=O)N1CNC(=O)C12CCN(C(=O)c1ccccc1)CC2 |
| -15% | CCOCCCNC(=O)c1ccc(NC(=O)C23CC4CC(CC(C4)C2)C3)cc1 |
| 30% | CCc1nc(-c2c3n(c(=O)n(Cc4ccc(F)cc4F)c2=O)CCCC3)no1 |
| -13% | CN(CCn1cc(-c2cncnc2)nn1)S(C)(=O)=O |
| 40%[activator] | CC(C)/C(=N\NC(=O)c1ccc(C(C)(C)C)cc1)c1ccccc1 |

Four entries from above, sorted by their value in 12-LOX inh, descending:
| 12-LOX inh | SMILES |
| --- | --- |
| 6% | COc1cccc(OC)c1C(=O)Nc1ccc2oc(-c3ccc(F)cc3)nc2c1 |
| -7% | O=C(Cc1cccc(F)c1)N1CCC2(CCC(=O)N(CC3CC3)CC2)CC1 |
| -13% | CN(CCn1cc(-c2cncnc2)nn1)S(C)(=O)=O |
| -18% | Cc1ccc(S(=O)(=O)Oc2ccc(C3C4=C(CC(C)(C)CC4=O)OC4=C3C(=O)CC(C)(C)C4)cc2)cc1 |

In a second layout: four of the compounds above
COc1ccc(CNC(=O)C[C@@H]2C=C[C@@H](NS(=O)(=O)c3cccc(OC)c3)[C@@H](CO)O2)cc1
  12-LOX inh: -6%

CC(C)CC(NC(=O)COc1cccc2ccccc12)C(=O)O (stereo unspecified)
  12-LOX inh: ?

COc1ccc(-c2ccc(C#N)c(SCC(=O)NCCc3ccc(OC)c(OC)c3)n2)cc1
  12-LOX inh: ?

CCc1nc2c(c(-c3ccc(Cl)cc3)n1)CCN(C(=O)c1ccccc1OC)CC2
  12-LOX inh: 46%[activator]

New compounds follow.
| 12-LOX inh | SMILES |
| --- | --- |
| ? | C=CC(=C)CCC=C(C)C |
| -7%[22.9 µM] | O[C@@H]1CO[C@H]2[C@@H]1OC[C@@H]2O |
| -5% | Cc1ccccc1NC(=O)C1=C(Cl)CCCC1 |
| 54%[activator] | COc1cc(-c2ccc(C)s2)cc2c1OCCN(Cc1nc[nH]c1C)C2 |
| 1% | CC(NC(=O)/C=C/c1cccnc1)c1ccc(C(F)(F)F)cc1 (stereo unspecified) |
| -2% | NS(=O)(=O)c1ccc(N2N=C(c3ccccc3)CCC2=O)cc1 |
| 25% | Cc1noc([C@@H]2CC(F)(F)CN2)n1 |
| 37%[activator] | CC(=O)Nc1ccc(S(=O)(=O)[C@H]2CS(=O)(=O)C[C@@H]2N2CCOCC2)cc1 |
| 5% | N#Cc1nc(COc2ccc(-c3ccccc3)cc2)oc1N1CCOCC1 |
| 0% | CCN(CC)S(=O)(=O)c1ccc(NC(=O)c2noc3c2COc2ccc(C)cc2-3)cc1 |
| 10% | Cc1cc(C)nc(CNC(=O)c2cccc(CCC(C)(C)O)c2)n1 |
| 4%[6.33 µM] | O=C(c1cc(C2CC2)nc2onc(C3CCCNC3)c12)N1CCC(F)CC1 (stereo unspecified) |
| -23% | CS(=O)Cc1cccc(C(=O)NC2CCCCC2)c1 (stereo unspecified) |
| ? | O=C(O)/C(=C/c1ccncc1)NC(=O)c1ccccc1 |
| 20% | COc1ccc2[nH]c3c(c2c1)CCN(C)C31CCN(C(=O)c2ccccc2F)CC1 |
| -20% | CN1CCN(c2ccc(C(=O)N3CCC(n4cnnc4)CC3)cc2)CC1 |
| 16% | O=C(c1nnc(COc2ccc(F)c(F)c2)n1-c1ccccc1)N1CCC[C@@H]1c1cccc(F)c1 |
| 17% | NS(=O)(=O)c1ccc(NC(=O)c2cc(-c3cccc4ccccc34)n[nH]2)cc1 |
| 6%[176 µM] | COCCNC(=O)C1(C)CCc2cnc(NCc3ccccc3)nc21 (stereo unspecified) |
| -6% | CSc1ccc(NC(=O)c2ccc3c(c2)NC(=O)CS3)cc1 |
| 8%[6.33 µM] | Cc1cc(C)cc(-c2ccc(CN3C4CCC3CN(C(=O)c3ccncc3)C4)cc2)c1 |

These rows are one share of the data; count on the stated rates, not on these rows.
